EPAC1 ag: EPAC1 (human) agonism; O95398; EPAC1 agonist qHTS, biochemical assay; response scale: 100% = response to 6.5 mM cAMP; Potency, µM (highest dose often 154 µM), without a hit: at the top dose activation, usual class: activators; 0.073% of 360,000 active; AID 720707; further: potency means the concentration at half of the fitted maximal effect; nearly all actives have a fitted effect of over 60% in size
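Multi-concentration qHTS readout: loss of Rap1B-bound BODIPY-GDP fluorescence driven by 100 nM EPAC1 with excess GDP (50 uM), monitored kinetically at room temperature; agonist response expressed relative to 6.5 mM cAMP.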
GLP-1R inv ag: inverse agonists of human GLP-1 receptor; Potency, µM (top dose mostly 38.3 µM), without a hit: top-dose activity change, negative = inhibition, hits mostly inhibitors; HEK293 GLP-1R CRE-luciferase, luminescence, 24 h; GLP-1R form is constitutively active; P43220; 1.6% of 410,000 active; further: potency means the concentration at half of the fitted maximal effect; on the % scale 0 is the no-effect control and ±100 the full control effect; nearly all actives have a fitted effect of over 55% in size
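HEK293 cells stably co-expressing a cAMP-responsive luciferase reporter and constitutively active GLP-1R were seeded, incubated 12 h, then exposed to compounds for 24 h at 37 C. Luminescence was read 12 min after detection reagent; inverse agonists lower signal.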
GLP1R ag: agonists of human GLP-1 receptor; P43220; HEK293 GLP-1R CRE-luciferase, luminescence, 4-6 h; cells express a hypersensitive GLP-1R form; 0.007% of 380,000 active; Potency, µM (series often up to 45.6 µM), inactives show at the highest dose activation, hits mostly activators; further: potency means the concentration at half of the fitted maximal effect; % of control where 0% means no effect
PI5P4K alpha inh: inhibitors of human PI5P4K alpha; P48426; PI5P4Kalpha enzyme, ADP-Glo luminescence, 60 min; hits give low values; max response, %; 1.2% of 330,000 active; active means max response of -50% or lower; inconclusive means between -30% and -50%; inactive means -30% or higher; further: value at the top dose of about 77 µM; on the % scale 0 is the no-effect control and ±100 the full control effect
Target sequence (P48426 whole entry, looked up): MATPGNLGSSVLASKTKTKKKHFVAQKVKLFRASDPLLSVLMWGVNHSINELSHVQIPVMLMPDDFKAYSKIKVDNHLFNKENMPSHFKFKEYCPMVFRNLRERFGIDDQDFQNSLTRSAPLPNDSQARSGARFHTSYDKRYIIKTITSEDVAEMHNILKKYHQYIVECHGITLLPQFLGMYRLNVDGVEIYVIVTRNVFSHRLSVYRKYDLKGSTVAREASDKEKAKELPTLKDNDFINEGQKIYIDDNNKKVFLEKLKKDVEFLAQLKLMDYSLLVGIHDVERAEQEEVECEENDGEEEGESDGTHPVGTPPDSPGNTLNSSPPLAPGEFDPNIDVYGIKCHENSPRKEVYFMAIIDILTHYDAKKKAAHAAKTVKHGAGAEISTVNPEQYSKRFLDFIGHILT
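Single end-point luminescence (ADP-Glo) quantified ADP from PI5P4Kalpha turnover; ATP 5 microM final, 1 h at RT, 0.1% CHAPS and 0.28 mM EGTA in HEPES pH 7.4.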
GLP1R cytotox: cytotoxic in the GLP-1 receptor inverse agonist counter-screen | Potency, µM (series often up to 38.3 µM), for the others: at the highest dose activity change, negative = inhibition, hits mostly inhibitors | 0.13% of 410,000 active | HEK293 cAMP-luciferase reporter cells, luminescence, 24 h;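 further: loss of luciferase light is scored as toxicity; potency means the concentration at half of the fitted maximal effect; on the % scale 0 is the no-effect control and ±100 the full control effect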
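Seeding density was 200 cells/uL; after overnight-length (12 h) culture, 23 nL compounds went on for 24 h at 37 °C. Readout used a luciferase detection reagent, luminescence taken after 12 min at room temperature.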
EPAC1 antagonist: antagonists of human EPAC1; AID 720709; 0.14% of 360,000 active; EPAC1 GEF assay, Rap1b-BODIPY-GDP exchange fluorescence; O95398; Potency, µM (highest dose often 115 µM), inactives show at the top dose activity change, negative = inhibition, hits mostly inhibitors;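 further: potency means the concentration at half of the fitted maximal effect; plate controls were vehicle for no effect and positive control for full effect; nearly all actives have a fitted effect of over 50% in size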
PTHR1 ag: agonists of human PTHR1 parathyroid hormone receptor | Potency, µM (titrated, usually from 115 µM), for inactives: at the highest dose activation, usual class: activators | 0.075% of 410,000 active | HEK293 GP2 PTHR1 cells, GloSensor cAMP luminescence, 1 h | Q03431; further: potency means the concentration at half of the fitted maximal effect; nearly all actives have a fitted effect of over 55% in size; some results filed as inactive show a strong effect at the top dose; inactives centre near -15; many of its hits are not listed in these tables
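HEK-293-derived GP2 cells expressing PTHR1 and a GloSensor cAMP reporter, 3,000/well, plated overnight, given luciferin plus IBMX (each 0.5 mM as added) for 1 h at 37 °C, then compound for 1 h at 37 °C. Luminescence was read after 15 min at room temperature.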
PLK1 PBD inh: blocks phosphopeptide binding to human PLK1 polo-box domain; Plk1 PBD binding of FITC phosphopeptide, fluorescence polarization; 2.8% of 360,000 active; P53350; Potency, µM, inactives show max response, negative = inhibition, most hits filed as inhibitors; AID 720504; further: potency means the concentration at half of the fitted maximal effect; series mostly up to about 57 µM; on the % scale 0 is the no-effect control and ±100 the full control effect; nearly all actives have a fitted effect of over 65% in size
Target sequence (P53350 whole entry, looked up, the tested form may be a part): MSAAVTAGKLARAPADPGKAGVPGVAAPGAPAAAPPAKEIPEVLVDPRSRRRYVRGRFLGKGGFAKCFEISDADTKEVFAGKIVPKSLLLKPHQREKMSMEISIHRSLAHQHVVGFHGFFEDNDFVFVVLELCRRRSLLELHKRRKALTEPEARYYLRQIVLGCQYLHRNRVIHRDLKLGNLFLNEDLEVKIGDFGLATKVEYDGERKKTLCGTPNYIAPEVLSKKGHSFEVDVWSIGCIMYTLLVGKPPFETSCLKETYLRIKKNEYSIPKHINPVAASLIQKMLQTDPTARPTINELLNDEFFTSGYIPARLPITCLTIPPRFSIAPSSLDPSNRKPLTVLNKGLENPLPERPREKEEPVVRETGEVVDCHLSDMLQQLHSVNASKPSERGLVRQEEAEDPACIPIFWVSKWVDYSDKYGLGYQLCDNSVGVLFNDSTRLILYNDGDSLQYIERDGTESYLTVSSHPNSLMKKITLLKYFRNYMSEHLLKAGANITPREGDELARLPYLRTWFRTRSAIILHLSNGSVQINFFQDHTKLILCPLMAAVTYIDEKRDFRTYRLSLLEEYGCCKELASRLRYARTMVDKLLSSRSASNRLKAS
IL2 activator: IL-2 activation; IL-2 activation reporter assay, cell-based qHTS; stimulated with anti-CD3/CD4/CD28 beads; in transgenic mouse T cells; activation, % (series mostly up to about 46 µM); 0.065% of 360,000 active; in the data active means activation above about 50%; inconclusive means mostly about 30% to 49%; further: 0% is about no effect
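Readout: EGFP and DsRed signals by fluorescent plate cytometry. Unstimulated transgenic mouse T cells received compound 60 min before antibody-bead stimulation, then incubated 18 h at 37 degrees C.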
Starred values were filed as active, the others as inactive; i = inactive; ? = inconclusive; / = not tested or not shown; & = joins results of further samples; [ ] = remark or other dose. Unless noted, the call rests on the fitted dose curve; in most records, active means well fitted curve in the direction sought with a large enough effect; inconclusive means small, poorly fitted or top-dose-only effect, or another doubt; inactive means no such curve, though single readings can be large; an effect the other way counts as inactive or inconclusive. Only part of the results is shown (hit frequency here may not be typical).

structure	EPAC1 ag	GLP-1R inv ag	GLP1R ag	PI5P4K alpha inh	GLP1R cytotox	EPAC1 antagonist	PTHR1 ag	PLK1 PBD inh	IL2 activator
O=C(/C=C/c1cccc([N+](=O)[O-])c1)NC(=S)Nc1ccc(CN2CCOCC2)cc1	3%	12%	-2%	-1	-5%	-4%	0%	-13%	-2.2
O=C(Nc1nnc(-c2ccccc2Cl)s1)c1ccccc1F	13%	20%	11%	3	8%	-13%	-5%	1%	-0.7
Cc1ccc(CNC(=O)c2ccc(CSCc3cccc(C)c3)o2)cc1	/	?	13%	/	4%	/	-7%	/	/
COc1ccccc1C1(O)CC2CCC(C1)N2S(=O)(=O)c1ccc(C(C)=O)cc1 (configuration not stated)	2%	-3%	-1%	/	-5%	-5%	?	-12%	-1.6
ON=C(CCc1ccccc1)CCc1ccccc1	5%	?	17%	-1	0%	-16%	i	-7%	-1.0
CC(=O)Nc1cc(-c2ccc(CO)cc2)cn2c(-c3ccc(F)c(Cl)c3)cnc12	4%	16%	5%	-54*	3%	-19%	i	?	-0.6
CCOC(=O)C1(Cc2ccc(OC)cc2)CCN(C(=O)C2CC(=O)N(C3CC3)C2)CC1 (configuration not stated)	-5%	2%	-2%	1	0%	-15%	-3%	-8%	-1.7
CCN(Cc1ccccc1)C(=O)CC1Oc2ccccc2NC1=O (configuration not stated)	3%	-13%	8%	6	-12%	-26%	-52%[inhibitor]	-24%	0.4
CC(=O)c1c(C(C)=O)c(C)n(NC(=O)c2cccnc2)c1C	9%	12%	0%	/	11%	5%	-5%[57.5 µM]	-1%	-1.6
FC(F)(F)c1ccccc1NC(=S)N/N=C1\CC2CC=CC12 (configuration not stated)	-3%	?	2%	-6	?	-5%	i	?	-0.9
CC(C)N(Cc1ccccc1)C(=O)c1cnc2n(c1=O)CCS2	-5%	5%	-5%	-2	-13%	6%	i	-22%	-2.7
CCOC(=O)Cc1csc(NC(=O)CSc2nnnn2-c2ccc(C)cc2C)n1	-11%	6.3µM*	-2%	-1	-19%	13%	-1%[57.5 µM]	-12%	-0.2
CCS(=O)(=O)Nc1ccc(C(=O)NCCSc2ccccc2)cc1	7%	?	4%	-3	9%	-6%	-12%	-21%	0.4
COC(=O)CCC(=O)N1CCCC(N2CCN(c3cccc(C(F)(F)F)c3)CC2)C1 (configuration not stated)	-5%	?	1%	-5	?	-3%	2%	-3%	0.7
COc1cc(CC(=O)Nc2ccc(N3CCOCC3)cc2)cc(OC)c1OC	6%	7%	0%	-7	-3%	0%	i	-14%	0.9
CC(C)(C)OC(=O)Nc1ccccc1-n1nnnc1C(C(=O)c1ccc(F)cc1)N1CCOCC1 (configuration not stated)	6%	11%	/	5	10%	1%	-1%	-21%	2.7
COc1ccc(CCN=C(NS(=O)(=O)c2ccccc2)c2ccccc2)cc1OC	10%	12%	11%	4	1%	6%	-15%	-3%	0.8
COc1ccc(NC(=O)CSc2nnc(-c3cccnc3)n2C)cc1	8%	4%	7%	1	-6%	-21%	-9%	?	3.0
Cc1ccc(S(=O)(=O)Nc2ccccc2NS(=O)(=O)c2ccc(C)cc2)cc1	-2%	-14%	-2%	0	-15%	-17%	-31%[inhibitor]	-15%	2.2
CCCC1CC(CSc2ncn[nH]2)OC1=O (configuration not stated)	2%	8%	0%	-1	1%	4%	-9%	-2%	0.9
CCOc1ccc2[nH]c(=O)c(CN(CCO)C(=O)c3ccc(OC)c(OC)c3)cc2c1	8%	9%	-12%	/	6%	6%	i	-6%	-3.2
COc1ccc(NC(=S)N2CCC(C(=O)c3ccc(F)cc3)CC2)cc1	0%	?	-5%	-1	-15%	-12%	-39%[inhibitor]	-5%	0.3
O=C(Nc1cccc(C(=O)NC2CCCC2)c1)c1ccccc1	-1%	-28%	3%	4	-13%	-3%	-9%	-1%	-3.4
COc1cccc(N2CCN(C(=O)c3c(C)nn(-c4ccccc4)c3C)CC2)c1	-4%	2%	-1%	-1	0%	5%	-8%	-12%	0.7
C=CCn1c(-c2cccs2)nc2nc3ccccc3nc21	6%	?	29%	-3	275%[activator]	-13%	-7%[57.5 µM]	-15%	0.5
Cc1cccc(NC(=O)CN2C(=O)N/C(=C/c3cc(C)n(-c4ccncc4)c3C)C2=O)c1	-6%	2%	-11%	-14	9%	-25%	i	-9%	2.1
CN(Cc1ccccc1)C(=S)Nc1ccc(OC(F)F)cc1	-6%	-26%	-1%	0	-3%	-16%	-14%	-5%	1.9
Cc1cc(C)c2c(n1)SCC(=O)N2CC(=O)Nc1ccccc1Cl	9%	0%	-3%	1	5%	-7%	-3%	-2%	-2.7
C#CCNC(=O)C1=C[C@H](C2CCCCC2)C[C@H](OCCCCO)O1	3%	7%	-2%	-2	11%	2%	-10%	-2%	1.6
CCN1CCN(c2ccc(S(=O)(=O)N3CCOCC3)cc2NC(=O)C(C)Oc2cccc(Cl)c2)CC1 (configuration not stated)	5%	?	30%	-2	0%	2%	-68%[inhibitor]	-9%	-0.5
C[C@H]1CN([C@@H](C)CO)C(=O)c2cc(Br)cnc2O[C@H]1CN(C)S(=O)(=O)c1cccs1	-10%	6%	-7%	6	0%	-27%	-34%	-9%	-1.8
O=C(c1ccc2c(c1)OCCO2)N1CCCC(CNS(=O)(=O)c2cccs2)C1 (configuration not stated)	1%	-16%	8%	-5	-4%	9%	-24%	-5%	0.4
c1ccc(Cn2nnnc2CN2CCN(c3ncccn3)CC2)cc1	0%	-16%	-5%	1	-12%	3%	i	2%	-0.2
O=C(O)c1cccc(NC(=O)c2cccc(S(=O)(=O)N3CCc4ccccc4C3)c2)c1	3%	3%	-4%	-13	-24%	11%	6%	6%	0.1
C#CCOCCOCCOCCNc1nc(N2CCN(C(=O)[C@H](CO)n3cc([C@@H](N)C(C)C)nn3)CC2)nc(N2CCN(C(=O)[C@H](CCC(=O)O)n3cc([C@@H](N)[C@H](C)CC)nn3)CC2)n1	-2%	6%	-4%	-7	-1%	-7%	-23%	7%	-0.1
c1ccc(COC2CCCN(Cc3nc(-c4cccs4)no3)C2)nc1 (configuration not stated)	4%	-24%	21%	4	-30%	-2%	-15%	-10%	-1.9
CC(C)(C)c1ccc(-n2ncc3c2CCCC3NC(=O)c2ccco2)cc1 (configuration not stated)	-11%	10µM*	-2%	0	-2%	1%	-29%	0%	-3.7
CCCn1c(=O)c(C(=O)N/N=C/c2ccccc2F)c(O)c2ccccc21	1%	5%	1%	-3	-2%	-17%	i	1%	-1.3
N#C/C(=C\N1CCOCC1)c1ccccc1	3%	0%	6%	/	-4%	-2%	i	-9%	-0.9
O=C(O)CSC1CC(=O)N(c2ccc(Cl)c(Cl)c2)C1=O (configuration not stated)	2%	-6%	1%	-1	-4%	3%	i	?	-3.6
CC1(c2nnnn2-c2ccc3c(c2)OCCO3)CCC(=O)N1Cc1cccnc1 (configuration not stated)	-12%	3%	1%	-1	-2%	-17%	i	-6%	0.3
COC(=O)c1ccccc1NC(=O)NCC1CCCO1 (configuration not stated)	0%	6%	-9%	0	-7%	-27%	-7%[57.5 µM]	-3%	-2.2
C=Cc1ccc2c(c1)OCCOCCOCCOCCOCCO2	1%	13%	9%	1	1%	4%	i	-9%	0.2
O=c1c2ccc(F)cc2sn1-c1ccccc1	5%	?	4%	-108*	?	6%	-84%[inhibitor]	3.4µM*	-2.8
Fc1ccc(F)c(NC2=NCCCCC2)c1	-10%	1%	5%	-1	-8%	-9%	i	-3%	0.7
Cc1ccc(NC(=O)CN2C(=O)CCSc3ccc(S(=O)(=O)N4CCCC4)cc32)cc1C	-16%	-40%&0%	4%	-6	3%&-4%	-3%	-70%[inhibitor]	-11%	-3.1
CCOC(=O)c1cnc2c(C#N)c(C)nn2c1C	-17%	22%	14%	-5	-1%	11%	i	-10%	0.1
COc1ccc(-c2nc(-c3ccc(Br)o3)no2)cc1	13%	5%	14%	0	-2%	-5%	-76%[inhibitor]	-7%	-0.7
COc1ccc(N(CC(=O)NCc2cccs2)S(=O)(=O)c2cccc(C)c2)cc1	9%	?	8%	5	8%	-3%	-25%	-4%	3.4
Cc1ccc(C2CC(C(F)(F)F)n3nc(C(=O)NCc4ccco4)cc3N2)cc1 (configuration not stated)	-9%	-3%	8%	/	1%	2%	-13%	-4%	-1.2
O=C(Nc1ccc(Cl)cc1Cl)NC1CCN(S(=O)(=O)c2ccc(F)cc2)CC1	12%	19%	7%	1	-16%	2%	-31%	-2%	-3.7
O=C(c1ccc(Cl)cc1)N1C2C=CC(C2)C1(C(F)(F)F)C(F)(F)F (configuration not stated)	-6%	-29%	17%	-3	-11%	5%	-9%	-2%	1.6
CCn1cc(Cl)c(C(=O)Nc2cc(C(=O)OC)cc(C(=O)OC)c2)n1	1%	-2%[7.66 µM]	-1%	1	-8%[7.66 µM]	10%	i	1%	-0.7
Nc1nnc(CSCc2ccccc2Cl)s1	7%	3%	6%	1	-1%	-15%	i	?	4.3

With a hit mark in PI5P4K alpha inh, among the entries above:
mol,EPAC1 ag,GLP1R ag,PI5P4K alpha inh,EPAC1 antagonist,PTHR1 ag,PLK1 PBD inh,IL2 activator
CC(=O)Nc1cc(-c2ccc(CO)cc2)cn2c(-c3ccc(F)c(Cl)c3)cnc12,4%,5%,-54*,-19%,i,?,-0.6
O=c1c2ccc(F)cc2sn1-c1ccccc1,5%,4%,-108*,6%,-84%[inhibitor],3.4µM*,-2.8

Screening results: PubChem BioAssay, National Center for Advancing Translational Sciences (NCATS)
